Screening results: PubChem, several laboratories
Rab7 wt GTP bind: dog Rab7 wildtype GTP binding, inhibitors and activators; GST-Rab7 beads, fluorescent GTP binding, flow cytometry; actives lie on both sides; untreated = 100%, excess cold GTP = 0%; GTP binding activity (percent of control), % at 10 µM; 190,000 compounds, 0.055% hits; AID 758;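 active = fluorescent GTP binding to Rab7 beads changed by at least 20 points from the 100% baseline, either direction, mostly lower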;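 note: median green fluorescence of bound Bodipy-FL-GTP per Rab7 bead population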
Cdc42 wt GTP: modulators (inhibitors or activators) of GTP binding to human Cdc42 wildtype | AID 761 | 190,000 compounds, 0.2% hits | GST-Cdc42 beads, Bodipy-GTP binding, flow cytometry; actives lie on both sides | percent activity (GTP binding), % at 10 µM | P60953;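 active = percent activity GTP binding at least 20 points away from the 100% baseline, either down as inhibitor or up as activator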;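 note: median bead fluorescence of bound Bodipy-FL-GTP at 100 nM; 0% = excess unlabeled GTP control and 100% = no compound control; below 100% means less GTP binding so inhibitor and above means activator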
Target sequence (P60953 whole entry, looked up): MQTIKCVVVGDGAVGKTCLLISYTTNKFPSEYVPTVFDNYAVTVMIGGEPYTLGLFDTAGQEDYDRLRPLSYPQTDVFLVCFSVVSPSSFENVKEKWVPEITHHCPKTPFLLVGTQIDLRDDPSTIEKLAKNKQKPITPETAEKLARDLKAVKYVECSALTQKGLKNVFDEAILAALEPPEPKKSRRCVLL
HRas wt GTP: human HRas wildtype GTP binding, change in either direction; GST-Ras wt beads, Bodipy-FL-GTP binding, flow cytometry; actives lie on both sides; 190,000 compounds, 0.14% hits; GTP binding activity, % at 10 µM; AID 759;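 active = GTP binding activity at least 20% away from the 100% baseline, either lowered as inhibitor or raised as activator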;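 note: 0% = unlabeled GTP competition control and 100% = no-compound control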
Target sequence (P01112 whole entry, looked up): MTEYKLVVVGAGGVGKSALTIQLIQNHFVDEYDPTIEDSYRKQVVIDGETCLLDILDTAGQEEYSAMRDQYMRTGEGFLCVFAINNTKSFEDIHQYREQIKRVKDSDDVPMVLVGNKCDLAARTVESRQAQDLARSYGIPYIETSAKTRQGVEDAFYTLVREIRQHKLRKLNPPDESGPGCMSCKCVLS
Rac1 wt modul: alters GTP binding to wildtype human Rac1 | GST-Rac1 beads, fluorescent GTP binding, flow cytometry; actives lie on both sides; 0 = cold GTP competed, 100 = untreated | GTP binding activity (% of control), % at 10 µM | 190,000 compounds, 0.27% hits | AID 757;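 active = GTP binding activity at least 20 points away from the 100% control level, either lower or higher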
Pf gamet viab: kills late stage P. falciparum gametocytes; P. falciparum stage V gametocytes, ATP luminescence, 24 h; inhibition, % at 10.9 µM; 150,000 compounds, 0.065% hits;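 active = inhibition above the mean plus 3 SD of compounds within the control limits, set per campaign, cut at about 38% in these data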;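 note: 0% = DMSO wells and 100% = medium only without gametocytes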
Mcl-1 Bim block: disrupts Bim peptide binding to human Mcl-1. Q07820. Bead-based flow cytometry, Bim peptide-Mcl-1 binding. inhibition, % at 10 µM. 190,000 compounds, 0.1% hits. AID 1009; in the data active = inhibition above about 40%;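 note: 0% = no compound tracer wells and 100% = peptide blocker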
Target sequence (Q07820 whole entry, looked up): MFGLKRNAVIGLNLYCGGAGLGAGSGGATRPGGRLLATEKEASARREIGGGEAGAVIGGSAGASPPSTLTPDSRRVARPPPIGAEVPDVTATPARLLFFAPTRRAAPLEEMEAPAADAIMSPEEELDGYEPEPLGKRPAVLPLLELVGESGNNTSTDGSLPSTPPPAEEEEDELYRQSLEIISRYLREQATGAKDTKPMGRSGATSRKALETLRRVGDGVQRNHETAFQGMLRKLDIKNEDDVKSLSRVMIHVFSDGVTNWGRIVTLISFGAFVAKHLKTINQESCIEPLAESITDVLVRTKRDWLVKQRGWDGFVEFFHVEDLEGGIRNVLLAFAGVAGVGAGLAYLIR
Rab2 wt GTP: changes GTP binding to wildtype dog Rab2A, up or down; 190,000 compounds, 0.19% hits; GST-Rab2 wt beads, Bodipy-GTP binding, flow cytometry; GTP binding activity, % at 10 µM; P61105;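 active = GTP binding activity at least 20 points away from 100%, either lowered or raised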;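 note: 0% = beads with excess unlabeled GTP and 100% = no-compound control corrected for plate trend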
Mcl1 Bid PPI: disrupts binding of human Mcl-1 to Bid peptide; TR-FRET Mcl-1/Bid-Dy647 peptide binding, 1536-well; inhibition, % at 21.7 µM; Q07820; 220,000 compounds, 0.97% hits;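 active = compounds that cut the binding signal by more than half at the single screening dose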;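 note: His-tagged Mcl-1 with europium anti-His antibody binding Bid BH3 peptide; 0% = Mcl-1 plus peptide wells and 100% = peptide-only wells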
Rac1 mut GTP: human Rac1 activated mutant GTP binding change; P63000; GST-Rac1 activated beads, fluorescent GTP binding, flow cytometry; actives lie on both sides; 100% means binding = to untreated wells; percent activity (GTP binding), % at 10 µM; 190,000 compounds, 0.11% hits; AID 764;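 active = GTP binding at least 20 percentage points away from the 100% baseline, in either direction, so actives lie on both sides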
Avidin fluor: compound fluoresces at 488/530 nm on avidin beads; fluorescence (KMESF) at 10 µM; compound fluorescence 488/530 nm, flow cytometry; hits give high values; 220,000 compounds, 0.38% hits; AID 1775; in the data active = fluorescence above about 47; note: inactives centre near 10
Mcl1-Noxa inh: Mcl-1/Noxa interaction inhibition. TR-FRET Mcl-1/Noxa peptide binding, 2 h. inhibition, % at 21.7 µM. 220,000 compounds, 1.5% hits. AID 1022;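 active = compounds that cut the protein-peptide binding signal by more than 50% relative to plate controls in a single-dose test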;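 note: His-tagged Mcl-1 with rhodamine Noxa BH3 peptide and terbium anti-His antibody; 0% = Mcl-1 plus Noxa peptide wells and 100% = peptide-only wells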
Starred values were filed as active, the others as inactive; · = not tested or not shown.

SMILES | Rab7 wt GTP bind | Cdc42 wt GTP | HRas wt GTP | Rac1 wt modul | Pf gamet viab | Mcl-1 Bim block | Rab2 wt GTP | Mcl1 Bid PPI | Rac1 mut GTP | Avidin fluor | Mcl1-Noxa inh
CN(Cc1ccc(F)cc1)C(=O)COc1ccccc1-c1ccccc1 | 95 | 97 | 94 | 97 | -17 | -1 | 95 | 25 | 97 | 6 | 6
O=C(NCCCN1CCOCC1)c1sc2cc(F)ccc2c1Cl | 105 | 97 | 99 | 102 | 18 | 2 | 99 | 7 | 98 | 15 | 15
COC(=O)c1c(NC(NC(=O)C(C)C)C(Cl)(Cl)Cl)sc2c1CCCC2 (configuration not stated) | 99 | 95 | 97 | 101 | 2 | -5 | 95 | -50 | 98 | 2 | 15
Cn1c(=O)c2c(nc(NCc3cccnc3)n2Cc2ccc(Cl)cc2)n(C)c1=O | 98 | 96 | 95 | 95 | · | 0 | 94 | -19 | 94 | 9 | 10
COCCCNC(=O)CCc1nc(-c2ccccc2Cl)no1 | 100 | 101 | 102 | 103 | 14 | 0 | 103 | 1 | 101 | 4 | -4
O=C(Nc1ccccc1)O/N=C/c1ccccc1Cl | 93 | 95 | 94 | 94 | · | 0 | 94 | -14 | 92 | 1 | 9
COc1cc(C=O)ccc1OCCSc1ccc(Cl)cc1 | 96 | 98 | 97 | 100 | · | 1 | 98 | 3 | 97 | 12 | 21
CCOC(=O)c1cc(NC(=O)Nc2ccccn2)c(C)nc1C | 100 | 98 | 97 | 98 | -9 | 1 | 95 | -6 | 96 | 11 | 14
COC(=O)c1cc(-c2ccc(C)o2)nc2ccccc12 | 99 | 101 | 99 | 103 | · | 0 | 99 | 2 | 97 | 10 | 78*
CC(C)CC(C(=O)Nc1ccccc1)N1C(=O)C2C3C=CC(C3)C2C1=O (configuration not stated) | 99 | 96 | 97 | 97 | 5 | 1 | 96 | -24 | 95 | 10 | 2
O=C(CCC1CCCN(C(=O)c2cccs2)C1)N1CCN(c2ccccn2)CC1 (configuration not stated) | 97 | 100 | 97 | 97 | 14 | 1 | 97 | -21 | 96 | 7 | -9
COc1ccc(OC)c(N(CC(=O)NC2CC2)S(=O)(=O)c2ccc(C)cc2)c1 | 98 | 99 | 97 | 103 | · | -1 | 97 | -5 | 96 | 6 | 9

Continued (four carried over from the part before).
SMILES | Rab7 wt GTP bind | Cdc42 wt GTP | HRas wt GTP | Rac1 wt modul | Pf gamet viab | Mcl-1 Bim block | Rab2 wt GTP | Mcl1 Bid PPI | Rac1 mut GTP | Avidin fluor | Mcl1-Noxa inh
COC(=O)c1cc(-c2ccc(C)o2)nc2ccccc12 | 99 | 101 | 99 | 103 | · | 0 | 99 | 2 | 97 | 10 | 78*
CC(C)CC(C(=O)Nc1ccccc1)N1C(=O)C2C3C=CC(C3)C2C1=O (configuration not stated) | 99 | 96 | 97 | 97 | 5 | 1 | 96 | -24 | 95 | 10 | 2
O=C(CCC1CCCN(C(=O)c2cccs2)C1)N1CCN(c2ccccn2)CC1 (configuration not stated) | 97 | 100 | 97 | 97 | 14 | 1 | 97 | -21 | 96 | 7 | -9
COc1ccc(OC)c(N(CC(=O)NC2CC2)S(=O)(=O)c2ccc(C)cc2)c1 | 98 | 99 | 97 | 103 | · | -1 | 97 | -5 | 96 | 6 | 9
CN(C)/C=C(/C(=O)c1ccc(Cl)c(Cl)c1)S(C)(=O)=O | 107 | 100 | 102 | 102 | 2 | -1 | 99 | 6 | 95 | 10 | 0
CN(C(=O)c1cc2n(n1)C(C(F)(F)F)CC(c1ccco1)N2)c1ccc(OC(F)(F)F)cc1 (configuration not stated) | 100 | 103 | 104 | 104 | 14 | -2 | 101 | -29 | 101 | 32 | 22
O=C(OC(C(=O)NCC1CCCO1)c1ccc(F)cc1)c1ccco1 (configuration not stated) | 98 | 99 | 99 | 102 | · | 0 | 100 | -19 | 101 | 13 | 3
CC(OC(=O)C1=NNC(=O)CC1)C(=O)Nc1ncc(Cl)cc1Cl (configuration not stated) | 103 | 96 | 100 | 99 | 6 | 0 | 96 | -16 | 99 | 10 | 6
CNC(=O)c1ccc(N(Cc2ccccc2)S(C)(=O)=O)cc1 | 99 | 98 | 98 | 104 | -13 | -5 | 99 | -8 | 97 | 8 | -1
COc1ccccc1CN(CC(=O)NCc1ccco1)C(=O)CNS(=O)(=O)c1ccccc1 | 99 | 99 | 100 | 100 | · | -4 | 97 | -16 | 98 | 23 | 2
CC1=NN(c2ccccc2)C(=O)C1N=Nc1ccc(N)cc1 (configuration not stated) | 91 | 95 | 93 | 93 | 8 | 0 | 91 | -13 | 91 | 11 | 27
CC12CCC(C(=O)Nc3ncc([N+](=O)[O-])s3)(OC1=O)C2(C)C (configuration not stated) | 96 | 99 | 97 | 100 | · | -2 | 96 | 0 | 96 | 29 | 1
COc1ccc(Nc2oc(COc3ccc(C)cc3)nc2C#N)cc1 | 100 | 97 | 99 | 102 | -9 | · | 97 | -1 | 97 | 7 | 7
CCOC(=O)c1c(C)c(C(=O)NCCCOC(C)C)c(C)n1C | 100 | 100 | 103 | 103 | · | -6 | 102 | -27 | 100 | 8 | -1
COc1ccc2c(Cl)c(C(=O)NCCCn3ccnc3)sc2c1Cl | 99 | 100 | 100 | 99 | · | 0 | 99 | 21 | 97 | 6 | -13
CCCC(=O)NC(=S)NNC(=O)c1ccc([N+](=O)[O-])cc1 | 102 | 101 | 99 | 104 | · | -5 | 99 | -47 | 99 | 9 | -44
Cc1nc(SCC(=O)Nc2ccccc2)c2oc3ccccc3c2n1 | 99 | 100 | 100 | 102 | · | -2 | 99 | 7 | 98 | 10 | -181
CCCn1c(=N)n(CC(=O)c2ccc([N+](=O)[O-])cc2)c2ccccc21 | 99 | 90 | 92 | 89 | -16 | 3 | 92 | -13 | 89 | 10 | -11
O=C(NCCc1ccccc1)C1CCCN1C(=O)NCc1ccccc1 (configuration not stated) | 101 | 102 | 100 | 106 | · | -4 | 99 | -5 | 101 | 19 | 14
COc1ccc(CCN2C(=O)CC(Cc3ccc(C)cc3)C2=O)cc1OC (configuration not stated) | 98 | 98 | 97 | 100 | · | 1 | 97 | -33 | 98 | 17 | -13
CCC(=O)N1CCN(c2ccc(Cl)cc2NC(=O)c2ccc(N3CCCC3)c([N+](=O)[O-])c2)CC1 | 104 | 104 | 101 | 108 | · | -3 | 102 | -9 | 100 | 14 | -10
COc1cc([N+](=O)[O-])ccc1NC(=O)Cc1ccc(F)cc1 | 105 | 100 | 102 | 103 | -15 | -3 | 100 | 26 | 101 | 4 | -14
CCOC(=O)c1c(C)nc2c(c1C)/C(=N/O)CC(C)(C)C2 | 94 | 100 | 99 | 99 | -12 | 1 | 97 | -35 | 98 | 7 | 6
O=C(NCc1ccccc1)c1ccc(F)c(S(=O)(=O)N2CCOCC2)c1 | 102 | 102 | 102 | 102 | -1 | 0 | 100 | 2 | 99 | 17 | 15
COc1ccccc1N(C(=O)c1ccncc1)c1nc(-c2ccc([N+](=O)[O-])cc2)cs1 | 98 | 96 | 101 | 102 | 6 | 0 | 98 | -17 | 97 | 10 | -38
O=C1OC(c2ccccc2)/C(=C(/O)c2ccc(Cl)cc2)C1=O (configuration not stated) | 107 | 103 | 105 | 101 | · | -1 | 104 | -8 | 96 | 22 | 26
O=C(O)c1ccc(NC(=S)NC2CCCCC2)cc1 | 102 | 100 | 101 | 100 | 14 | -4 | 100 | -29 | 101 | 12 | 3
COc1ccc(Oc2nc(C)cc(C)c2C#N)cc1 | 104 | 102 | 103 | 101 | · | 5 | 102 | -15 | 100 | 10 | -8

Among those listed so far, two contain an aryl thioether with sulfur outside any ring:
SMILES | Rab7 wt GTP bind | Cdc42 wt GTP | HRas wt GTP | Rac1 wt modul | Pf gamet viab | Mcl-1 Bim block | Rab2 wt GTP | Mcl1 Bid PPI | Rac1 mut GTP | Avidin fluor | Mcl1-Noxa inh
COc1cc(C=O)ccc1OCCSc1ccc(Cl)cc1 | 96 | 98 | 97 | 100 | · | 1 | 98 | 3 | 97 | 12 | 21
Cc1nc(SCC(=O)Nc2ccccc2)c2oc3ccccc3c2n1 | 99 | 100 | 100 | 102 | · | -2 | 99 | 7 | 98 | 10 | -181

New compounds follow
SMILES | Rab7 wt GTP bind | Cdc42 wt GTP | HRas wt GTP | Rac1 wt modul | Pf gamet viab | Mcl-1 Bim block | Rab2 wt GTP | Mcl1 Bid PPI | Rac1 mut GTP | Avidin fluor | Mcl1-Noxa inh
Cc1oc(-c2ccc(Cl)cc2)nc1CS(=O)CC(=O)NCCN1CCCC1 (configuration not stated) | 98 | 101 | 102 | 106 | · | -3 | 101 | -3 | 100 | 27 | 6
CCC(C)NC(=O)Cc1cn(C)c2ccccc12 (configuration not stated) | 100 | 99 | 100 | 99 | · | 0 | 100 | -27 | 98 | 6 | -2
CCNc1nc(NCC)nc(N/N=C/c2ccc([N+](=O)[O-])o2)n1 | 106 | 108 | 107 | 110 | 12 | 0 | 107 | -31 | 104 | 11 | 5
COc1ccc(C2=NO[C@@H]3C(=O)N(C4CCCCC4)C(=O)[C@H]23)cc1OC | 97 | 96 | 98 | 96 | 14 | -2 | 95 | -3 | 94 | 11 | 14
COc1cccc(-c2nc(Cc3ccc(OC)c(OC)c3)no2)c1 | 104 | 101 | 104 | 104 | -13 | -9 | 101 | 7 | 97 | 14 | 0
COc1ccc(CC2(C)OC(c3ccc(Cl)cc3)=NN2C(C)=O)cc1 (configuration not stated) | 96 | 96 | 97 | 103 | -9 | -3 | 97 | 0 | 103 | 3 | -15
CCOC(=O)c1ccc(COC(=O)c2ccc3c(c2)-c2ccccc2C3=O)cc1 | 100 | 94 | 95 | 94 | -11 | 0 | 95 | -14 | 93 | 10 | -6
CC(CN1CCNCC1)(NS(=O)(=O)c1ccccc1)c1ccccc1 (configuration not stated) | 99 | 99 | 101 | 104 | · | -3 | 100 | -2 | 99 | 6 | -9

A portion taken from the entries so far, as a working copy:
SMILES | Rab7 wt GTP bind | Cdc42 wt GTP | HRas wt GTP | Rac1 wt modul | Pf gamet viab | Mcl-1 Bim block | Rab2 wt GTP | Mcl1 Bid PPI | Rac1 mut GTP | Avidin fluor | Mcl1-Noxa inh
Cc1oc(-c2ccc(Cl)cc2)nc1CS(=O)CC(=O)NCCN1CCCC1 (configuration not stated) | 98 | 101 | 102 | 106 | · | -3 | 101 | -3 | 100 | 27 | 6
CCC(C)NC(=O)Cc1cn(C)c2ccccc12 (configuration not stated) | 100 | 99 | 100 | 99 | · | 0 | 100 | -27 | 98 | 6 | -2
